Screening data from PubChem BioAssay.
FUS yeast rescue: FUS proteinopathy suppression in yeast; AID 1347120; Potency, µM (series often up to 76.6 µM), for the others: at the top dose growth rescue (activation), usual class: activators; hit rate 0.24% among 390,000; S. cerevisiae FUS-expressing, growth rescue, OD600, 24 h;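 also: potency is read from the fitted curve at half-maximal effect; plate controls were DMSO vehicle for no effect and reference control for full effect; nearly all actives have a fitted effect of over 55% in size; some results filed as inactive show a strong effect at the top dose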
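Quantitative HTS measuring growth restoration of FUS-toxic yeast. Galactose-induced cells (OD 0.005) were exposed 24hr at 30C to compounds at several concentrations, then absorbance at 600 nm was recorded.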
PI5P4K alpha inh: PI5P4K alpha (human) kinase inhibition; max response, %; hit rate 1.2% among 330,000; PI5P4Kalpha enzyme, ADP-Glo luminescence, 60 min; active compounds read low; P48426; active = max response of -50% or lower; inconclusive = between -30% and -50%; inactive = -30% or higher; also: value at the top dose of about 77 µM; % is scaled to controls: 0 for no effect and ±100 for the full control effect
Target sequence (P48426 whole entry, looked up): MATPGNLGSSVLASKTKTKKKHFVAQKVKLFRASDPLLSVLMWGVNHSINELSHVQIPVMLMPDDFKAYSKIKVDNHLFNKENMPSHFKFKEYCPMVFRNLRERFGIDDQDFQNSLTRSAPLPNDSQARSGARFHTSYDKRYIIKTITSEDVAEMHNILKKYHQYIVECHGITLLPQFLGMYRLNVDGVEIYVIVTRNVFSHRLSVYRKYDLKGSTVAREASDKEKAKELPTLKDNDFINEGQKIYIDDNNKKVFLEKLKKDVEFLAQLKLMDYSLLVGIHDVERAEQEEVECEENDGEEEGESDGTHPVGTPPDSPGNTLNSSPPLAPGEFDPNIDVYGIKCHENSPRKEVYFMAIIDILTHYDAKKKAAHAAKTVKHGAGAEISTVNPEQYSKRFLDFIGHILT
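Human PI5P4Kalpha with substrate in 0.038 M HEPES pH 7.4, 0.28 mM EGTA, 0.1% CHAPS, 5% DMSO; reaction started with 5 microM ATP (final), 60 min at room temperature. ADP formed read by ADP-Glo luminescence.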
IL2 activator: activators of IL-2. activation, % (series mostly up to about 46 µM). IL-2 activation reporter assay, cell-based qHTS; stimulated with anti-CD3/CD4/CD28 beads; in transgenic mouse T cells. hit rate 0.065% among 360,000; in the data active = activation above about 50%; inconclusive = mostly about 30% to 49%; also: 0% is about no effect
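Readout: EGFP and DsRed signals by fluorescent plate cytometry. Unstimulated transgenic mouse T cells received compound 60 min before antibody-bead stimulation, then incubated 18 h at 37 degrees C.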
EPAC1 ag: EPAC1 (human) agonism. EPAC1 agonist qHTS, biochemical assay; response scale: 100% = response to 6.5 mM cAMP. Potency, µM (top dose mostly 154 µM), inactives show at the top dose activation, hits mostly activators. hit rate 0.073% among 360,000. AID 720707; also: potency is read from the fitted curve at half-maximal effect; nearly all actives have a fitted effect of over 60% in size
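Fluorescent GDP-exchange assay: 100 nM EPAC1 with 250 nM Rap1B preloaded with BODIPY-GDP and 50 uM GDP; compounds tested as concentration series, 5 min at room temperature, then read every 5 min for 30 min (ex 480/em 540 nm); normalized to 6.5 mM cAMP.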
aSyn rescue: inhibitors of alpha-synuclein toxicity in yeast; Yeast expressing alpha-synuclein, growth rescue, BacTiter-Glo, 24 h; Potency, µM (series often up to 46.1 µM), for inactives: at the highest dose growth rescue (activation), most hits filed as activators; hit rate 0.14% among 370,000; AID 652106; also: potency is read from the fitted curve at half-maximal effect; % of control where 0% means no effect; nearly all actives have a fitted effect of over 65% in size
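Screening used galactose-induced yeast with toxic alpha-synuclein levels, exposed to compound for 24 hr at 30 deg C. Cell growth, read with BacTiter-Glo luminescence, gave the measured signal.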
Abeta rescue: A-beta toxicity reversal in yeast; yeast expressing A-beta42, growth rescue, OD600, 48 h; response scale: 0% DMSO, 100% iron-clioquinol control; Potency, µM (doses to about 46.1 µM), for the others: at the top dose growth rescue, actives largely listed as activators; hit rate 0.063% among 410,000; AID 1347071; also: potency is read from the fitted curve at half-maximal effect; nearly all actives have a fitted effect of over 55% in size
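Growth rescue measured by 600 nm absorbance after 48 h yeast culture at 30 C with compound. Values normalized between DMSO and an equimolar ferric chloride plus clioquinol control.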
WRN inhibitor: blocks human WRN helicase. Potency, µM (doses to about 114 µM), inactives show at the top dose activity change, negative = inhibition, actives largely listed as inhibitors. WRN helicase unwinding, fluorescent forked duplex, kinetic. AID 651768. hit rate 0.46% among 360,000. Q14191; also: potency is read from the fitted curve at half-maximal effect; % is scaled to controls: 0 for no effect and ±100 for the full control effect; nearly all actives have a fitted effect of over 55% in size
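WRN at 20 nM final was preincubated with compound for 15 min at room temperature; reaction started with 100 nM forked duplex oligonucleotide carrying fluorophore and quencher plus 2 mM ATP (final). Unwinding followed kinetically by red fluorescence (ex 525/em 598 nm).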
EPAC1 antag: EPAC1 (human) antagonism; O95398; EPAC1 GEF assay, Rap1b-BODIPY-GDP exchange fluorescence; Potency, µM (series often up to 115 µM), for inactives: at the highest dose activity change, negative = inhibition, hits mostly inhibitors; hit rate 0.14% among 360,000; AID 720709;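 also: potency is read from the fitted curve at half-maximal effect; plate controls were vehicle for no effect and positive control for full effect; nearly all actives have a fitted effect of over 50% in size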
PLK1 PBD block: blocks phosphopeptide binding to human PLK1 polo-box domain | hit rate 2.8% among 360,000 | Potency, µM, without a hit: max response, negative = inhibition, actives largely listed as inhibitors | Plk1 PBD binding of FITC phosphopeptide, fluorescence polarization; also: potency is read from the fitted curve at half-maximal effect; series mostly up to about 57 µM; % is scaled to controls: 0 for no effect and ±100 for the full control effect; nearly all actives have a fitted effect of over 65% in size
Target sequence (P53350 whole entry, looked up, the tested form may be a part): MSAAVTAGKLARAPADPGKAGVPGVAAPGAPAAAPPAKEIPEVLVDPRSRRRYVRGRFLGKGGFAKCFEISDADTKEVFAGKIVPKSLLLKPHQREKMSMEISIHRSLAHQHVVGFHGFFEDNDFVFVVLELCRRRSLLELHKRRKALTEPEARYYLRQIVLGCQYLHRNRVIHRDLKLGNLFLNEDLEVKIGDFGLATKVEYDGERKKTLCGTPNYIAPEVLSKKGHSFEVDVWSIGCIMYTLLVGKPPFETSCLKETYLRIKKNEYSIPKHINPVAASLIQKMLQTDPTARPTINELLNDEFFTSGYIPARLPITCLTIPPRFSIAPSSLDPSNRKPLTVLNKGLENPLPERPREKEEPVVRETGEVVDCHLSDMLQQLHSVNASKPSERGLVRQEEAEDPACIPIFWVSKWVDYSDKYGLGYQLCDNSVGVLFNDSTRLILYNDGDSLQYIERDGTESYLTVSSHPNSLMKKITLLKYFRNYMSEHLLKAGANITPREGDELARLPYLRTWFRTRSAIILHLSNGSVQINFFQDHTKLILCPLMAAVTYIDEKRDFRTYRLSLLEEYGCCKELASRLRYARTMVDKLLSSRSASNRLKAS
* marks the source's active call; other numbers are inactive results; ? = inconclusive; . = no result given; & = joins results of further samples; [ ] = another dose, or the depositor's remark. Unless noted, calls follow the shape of the dose curve; as a rule, active = well fitted curve in the direction sought with a large enough effect; inconclusive = small, poorly fitted or top-dose-only effect, or another doubt; inactive = no such curve, though single readings can be large; an effect the other way counts as inactive or inconclusive.

SMILES	FUS yeast rescue	PI5P4K alpha inh	IL2 activator	EPAC1 ag	aSyn rescue	Abeta rescue	WRN inhibitor	EPAC1 antag	PLK1 PBD block
COc1cc(CSC)nc(-c2ccccc2)n1	-13%	12	2.0	6%	-5%	-3%	-16%	-8%	-7%
CC(C)c1ccc(CN2CCC2(C)C(=O)Nc2cccc(Oc3ccccc3)c2)cc1 (stereo not drawn)	16%	28	-1.1	1%	-23%	-2%	-6%	-9%	-4%
O=C(c1ccccc1)c1c[nH]c(C(=O)NCCCn2ccnc2)c1	0%	-2	-0.2	1%	-4%	6%	-33%	-13%	-7%
COc1cc(C(C)=O)ccc1OCC(=O)c1cc(C)n(C2CC2)c1C	22%	-6	-1.0	9%	5%	-7%	-6%	4%	-5%
O=C(/C=C/c1ccc(F)cc1)NC(=S)N1CCCCC1c1cccnc1 (stereo not drawn)	-12%	-18	-3.6	-11%	-4%	-16%	7%	3%	?
O=C(NN=Cc1cccc(O)c1O)c1ccccc1	-17%	-11	-0.2	-13%	?	-22%	-2%	-30%	1%
Cc1ccc(C(=O)Nc2ccc3c(c2)OCO3)cc1S(=O)(=O)N1CCCCC1	?	1	0.1	8%	11%	5%	-30%	-24%	-8%
CSc1nc(C(=O)N2CCCC(N3CCN(c4ccccc4C)CC3)C2)cs1 (stereo not drawn)	3%	0	-5.6	-7%	8%	-3%	-12%	8%	0%
CCOc1ccc(CCNC(=O)c2cccc(-n3cnnn3)c2)cc1OCC	.	-4	0.7	2%	-8%	-8%	7%	5%	1%
Cc1cc(NCCCO)n2nc(-c3cccs3)cc2n1	8%	-2	1.4	17%	-9%	-12%	-24%[57.1 µM]	4%	-10%
Cc1ccc(C)c(S(=O)(=O)c2c(C)cc(C)[nH]c2=O)c1	-22%	5	-3.0	9%	-3%	3%	-5%	-5%	-2%
Cc1nnc2sc(-c3csc4c3CCCC4)nn12	?	.	-3.4	-1%	-3%	-46%[inhibitor]	-13%	-3%	-11%
OCCCNc1nc(-c2ccc(Cl)cc2)nnc1-c1ccc(Br)cc1	-4%	0	-2.2	5%	-9%	10%	-5%	-19%	-2%
CCc1ccc(N2C(=O)CC(N3CCN(Cc4ccc5c(c4)OCO5)CC3)C2=O)cc1 (stereo not drawn)	11%	1	-2.9	-8%	-2%	-1%	3%	0%	5%
O=C(O)COc1ccc(F)cc1Br	-3%	4	-0.7	-10%	-4%	0%	2%	-8%	3%
CC(=O)Nc1ccc(S(=O)(=O)NC2(C(F)(F)F)NC(=O)N(c3ccc(Cl)cc3)C2=O)cc1 (stereo not drawn)	5%&25%	.	3.2	6%	3%	10%&0%	-5%	5%	-4%
O=C(COc1ncnc2ccccc12)Nc1ccc(S(=O)(=O)N2CCOCC2)cc1	5%	-1	0.6	8%	-3%	-5%	1%	0%	-13%
CC(=O)NS(=O)(=O)c1ccc(NC(=O)c2cccc(OCc3c(C)noc3C)c2)cc1	8%	-1	0.2	6%	-7%	6%	-4%	-4%	5%
Cc1ccc(COn2nnc3ccc(S(=O)(=O)N4CCOCC4)cc32)cc1	2%	-6	2.0	-5%	-12%	6%	1%	11%	4%
O=C(Nc1ccc(-n2cnnn2)cc1)C1CCC1	2%	6	0.7	0%	1%	4%	1%	-12%	-28%
Cc1ccc(NC(=O)COC(=O)C2(C)CC2(Cl)Cl)cc1S(=O)(=O)N1CCOCC1 (stereo not drawn)	6%	-6	-3.2	-5%	11%	7%	-3%	1%	3%
COc1ccc(NC(=O)CN(C)C(=O)c2ccc(N3CCCCC3)c([N+](=O)[O-])c2)cc1	9%	-1	-4.1	6%	11%	2%	-2%	-13%	-3%
Cc1ccc(CNC(=O)C2COc3ccccc3O2)cc1 (stereo not drawn)	-30%	-7	0.4	0%	-16%	16%	2%	-3%	-5%
CCc1ccc(CN2CCC(C(=O)Nc3ccc(Oc4ccccc4)nc3)CC2)o1	-5%	3	-3.3	-6%	7%	5%	1%	-8%	-6%
CNC(=O)C1CCN(S(=O)(=O)c2c(C)noc2/C=C/c2ccc(OC)cc2)CC1	-20%	-2	-2.4	4%	-10%	-8%	3%	0%	-6%
S=C(Nc1ccc(-c2nc3ccccc3[nH]2)cc1)Nc1cccnc1	25%	-21	-0.8	8%	-12%	-30%	-23%	-5%	?
COc1ccc(S(=O)(=O)N(CCc2ccccc2)CC(=O)O)cc1C	17%	.	-1.2	2%	2%	-15%	3%	-1%	-9%
Cn1cc(/C=N/n2cnc3sc4c(c3c2=O)CCCC4)c2ccccc21	9%	.	-0.2	8%	8%	17%	4%	-13%	2%
O=C(COC(=O)c1ccco1)NC1CCCCC1	14%	3	0.4	2%	-3%	5%	-2%	-7%	-5%
O=C(COc1ccc(Cl)cc1)Nc1nnc(-c2ccco2)o1	-17%	9	0.2	7%	1%	30%	-13%	4%	-6%
COc1ccc2oc(=O)c(N3C(=O)c4ccccc4C3=O)cc2c1	-3%	6	1.4	-3%	-10%	23%	1%	14%	-16%
C[N+]1(CCN2C(=O)C3CC=C(Cl)CC3C2=O)CCOCC1 (stereo not drawn)	-38%	5	-0.2	-2%	11%	2%	3%	-3%	1%
COc1ccc(-c2nc3cnccn3c2NCc2ccccc2)cc1SC1CCCCC1	?	-8	-2.3	-12%	-22%	-11%	-17%	-14%	2%
COc1ccc(COC(=O)N/N=C(\C)CC(=O)NCc2ccc(Cl)cc2)cc1	-4%	14	-0.3	-5%	-5%	-7%	4%[57.1 µM]	-12%	-6%
Cc1ccc(Cc2c(-c3cccc(Cl)c3)nc3c4ccccc4ccn23)cc1	-6%	18	-0.6	6%	23%	4%	-1%	22%	13%
CCOc1ccc(N2C(=O)C3ON(C)C(c4ccc([N+](=O)[O-])cc4)C3C2=O)cc1 (stereo not drawn)	-4%	2	1.5	-5%	-6%	-2%	-1%	-5%	-2%
Cc1cc(C)n(C(=O)c2ccc(S(=O)(=O)N3CCOCC3)cc2)n1	20%	.	-1.0	-1%	-5%	17%	2%	12%	2%
O=C(NCc1ccco1)c1ccc(Cn2c(=O)c3sccc3n(Cc3ccc(F)cc3)c2=O)cc1	-5%	-8	-2.3	-2%	0%	0%	-13%	-12%	-3%
CCN(CC)c1ccc(/C=N/NC(=O)CC(C)C)cc1	-2%	2	0.0	0%	9%	11%	-11%	-4%	-5%
COc1ccc(C(C)(C)C)cc1NC(=O)CCc1c(C)noc1C	1%	-1	0.3	-13%	-3%	-20%	7%	22%	-1%
Cc1cc(C(=O)Nc2cccnc2)no1	0%	.	-1.0	11%	-3%	2%	-1%	0%	-8%
CCCCN(C(=O)CSCC(=O)Nc1cccc(C)c1)c1c(N)n(Cc2ccccc2)c(=O)[nH]c1=O	.	-6	0.9	3%	1%	-17%	5%	5%	-8%
Cc1cc(C)n(-c2cc(N3CCN(C(=O)c4ccc(C(C)(C)C)cc4)CC3)ccc2[N+](=O)[O-])n1	?	3	-1.7	0%	7%	6%	-4%	-7%	-11%
O=C(NC1C(=O)NNC1c1ccc(Cl)cc1)c1ccc(F)cc1 (stereo not drawn)	8%	0	-0.5	-2%	0%	-25%	5%	-14%	-26%
CCCOc1ccc(C(C)(O)CN2CCOCC2)cc1 (stereo not drawn)	-16%	-5	0.3	1%	3%	10%	3%	4%	5%
CCOC(=O)N1CCN(C(=O)c2ccc3c(c2)ncn3C2CCCC2)CC1	12%	.	1.6	-10%	1%	14%	-16%	9%	-1%
CCCCn1c(SCC(=O)Nc2ccc3c(c2)OCCO3)nnc1C(CC)N(C)C (stereo not drawn)	1%	2	1.8	2%	-5%	-5%	-4%	-8%	-7%
Cc1ccc(OCCN2CCN(C(=O)CCC(=O)Nc3nnc(CC(C)C)s3)CC2)cc1	14%	0	-0.6	-2%	0%	0%	-5%	-4%	3%
Cc1c(OCc2ccccc2)cccc1OCc1ccccc1	-30%	22	-1.3	-4%	-11%	3%	-8%	-2%	3%
CC1CCc2c(sc(NC(=O)Cn3nc(C(F)(F)F)c4c3CCCCC4)c2C#N)C1 (stereo not drawn)	-13%	.	-2.1	3%	-7%	7%	-5%	-24%	27µM*
Cc1cc(C)c([N+](=O)[O-])cc1NCC(=O)N1CCN(c2ccccc2)CC1	19%	7	1.3	-6%	6%	11%	-4%	-14%	1%
COC(=O)CC(NC(=O)c1ccco1)c1cccc2ccccc12 (stereo not drawn)	23%	0	0.9	4%	11%	14%	4%	-8%	-4%
CN1CCN(C(=O)CCCN2C(=O)/C(=C/c3ccccc3)SC2=S)CC1	18%	-1	5.6	4%	-3%	-10%	-5%	-14%	-11%
Cn1c(=O)c2c(ncn2CC(=O)OCC(=O)NC2CCCc3ccccc32)n(C)c1=O (stereo not drawn)	25%	.	1.1	5%	-1%	8%	13%	0%	-4%
CCOc1ccc(NC(=S)NC(=O)Cc2ccccc2)cc1	-17%	9	0.2	8%	-2%	28%	-6%	-8%	-3%
Cc1nnsc1-c1nnc(SCC(=O)c2ccc(C#N)cc2)n1C1CC1	20%	-6	0.7	-15%	1%	-22%	6%	-2%	-3%
Cc1cc(Br)cc(C)c1OCC(=O)NNC(=O)CCC(=O)NCc1ccccc1	-38%	3	1.4	5%	2%	12%	-7%	-1%	-2%
CC1=C(C(=O)OCC2CCCO2)C(c2ccc(Cl)c(Cl)c2)NC(=O)N1 (stereo not drawn)	4%	5	-0.6	-3%	-2%	-4%	-10%	-14%	-22%

Three entries out of the list above, ordered by the value under PLK1 PBD block, lowest first.
mol	PLK1 PBD block
COc1ccc(COC(=O)N/N=C(\C)CC(=O)NCc2ccc(Cl)cc2)cc1	-6%
Cc1c(OCc2ccccc2)cccc1OCc1ccccc1	3%
Cc1ccc(COn2nnc3ccc(S(=O)(=O)N4CCOCC4)cc32)cc1	4%

This is a random part of the collection, and some 4.1% of all compounds hit somewhere here.
